# High-throughput results deposited in PubChem BioAssay by National Center for Advancing Translational Sciences (NCATS).
# HT1080NT lethal: kills 2HG-producing HT-1080-NT fibrosarcoma cells | 360,000 tested, 1.6% active | AID 686970 | HT-1080-NT fibrosarcoma viability, CellTiter-Glo ATP luminescence, 48 h | Potency, µM (series often up to 46.1 µM), without a hit: top-dose activity, negative = less viability, most hits filed as cytotoxic;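 note: NT is the 2HG producing partner of a matched IDH1 knockdown line; potency is the fitted concentration of half-maximal effect; 0% = DMSO-treated cells and -100% = media-only wells without cells; nearly all actives have a fitted effect of over 55% in size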
#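 Compounds were tested in concentration-response format on HT-1080-NT cells for 48 hours at 37 degrees C. Cell viability came from CellTiter-Glo luminescence; curves were classified by r2, response magnitude and activity.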
# IL1B secr inh: blocks inflammasome-driven IL-1 beta release | THP-1 LPS/ATP IL-1B secretion, AlphaLISA, 16 h; active compounds read low | activity change, % at 57.5 µM | AID 743279 | 360,000 tested, 4.7% active; in the data active = activity change below about -50%; inconclusive = mostly about -30% to -49%; note: % is set by controls: 0 for no effect and ±100 for the full control effect
#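 THP-1 cells pretreated 1 hr with compounds (up to 57.5 uM final), then stimulated with LPS (250 ng/mL final) plus ATP (1.25 mM final); secreted IL-1B measured by AlphaLISA after 16 hr, decreased signal indicating inhibition.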
# KB-V1 cytotox: kills drug-selected multidrug resistant KB-V1 cells. Potency, µM (titrated, usually from 46.1 µM), without a hit: at the highest dose activity change, negative = cytotoxicity, actives largely listed as cytotoxic. KB-V1 MDR cells viability, CellTiter-Glo, 72 h. 400,000 tested, 3.4% active; note: potency is the fitted concentration of half-maximal effect; % is set by controls: 0 for no effect and ±100 for the full control effect; nearly all actives have a fitted effect of over 60% in size
#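 KB-V1 cells (P-gp-expressing MDR subline of KB-3-1) in phenol-red-free DMEM with 10% FBS were exposed to library compounds over a concentration series for 72 h at 37 degrees C. Viability read by CellTiter-Glo luminescence; concentration-effect curves fitted after normalization.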
# HT1080 IDH1KD tx: HT-1080 IDH1 knockdown cell toxicity (counter line) | Potency, µM (highest dose often 46.1 µM), without a hit: top-dose activity, negative = toxicity, hits mostly cytotoxic | AID 686971 | HT-1080 IDH1 knockdown viability, ATP luminescence, 48 h | 360,000 tested, 2% active;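 note: potency is the fitted concentration of half-maximal effect; 0% = DMSO wells and -100% = cell-free medium wells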
#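 In this qHTS, HT-1080 cells depleted of IDH1 are exposed for 48 h at 37 °C to compound titrations. Toxicity is scored from CellTiter-Glo luminescence, with DMSO as full viability and medium alone as none.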
# KB-3-1 tox: KB-3-1 parental cell cytotoxicity | KB-3-1 viability, CellTiter-Glo ATP luminescence, 72 h | Potency, µM (series often up to 46.1 µM), inactives show at the highest dose activity change, negative = cytotoxic, usual class: cytotoxic | 400,000 tested, 1.4% active | AID 1347075; note: potency is the fitted concentration of half-maximal effect; % is set by controls: 0 for no effect and ±100 for the full control effect; nearly all actives have a fitted effect of over 60% in size
#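 Cytotoxicity in the drug-sensitive parental line KB-3-1 was scored as loss of CellTiter-Glo luminescence following 72 h incubation with compound. Values come from curve fitting of normalized concentration-response data.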
# SW480 rereplic: DNA re-replication induction in SW480 cells; SW480 DNA re-replication, Hoechst DNA content imaging, 48 h; Potency, µM (top dose mostly 46.1 µM), inactives show at the top dose re-replication activation, hits mostly activators; 340,000 tested, 1.8% active; AID 624297; note: potency is the fitted concentration of half-maximal effect; % of control where 0% means no effect; nearly all actives have a fitted effect of over 55% in size
#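 DNA re-replication was detected as more nuclei of elevated Hoechst intensity after 48 hr exposure to compound (23 nL pinned per well of 250 cells).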
# MCF10A rerep: inducers of DNA re-replication in MCF 10A breast cells; 350,000 tested, 2.9% active; MCF 10A DNA re-replication, Hoechst nuclear intensity, 48 h; Potency, µM (doses to about 46.1 µM), for the others: at the highest dose activity, positive = re-replication, usual class: activators; note: potency is the fitted concentration of half-maximal effect; % of control where 0% means no effect; nearly all actives have a fitted effect of over 50% in size
# GLP1R cytotox: cytotoxicity counter-screen for GLP-1 receptor inverse agonists. HEK293 cAMP-luciferase reporter cells, luminescence, 24 h. Potency, µM (highest dose often 38.3 µM), without a hit: top-dose activity change, negative = inhibition, hits mostly inhibitors. 410,000 tested, 0.13% active;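 note: loss of luciferase light is scored as toxicity; potency is the fitted concentration of half-maximal effect; % is set by controls: 0 for no effect and ±100 for the full control effect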
#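 Seeding density was 200 cells/uL; after overnight-length (12 h) culture, 23 nL compounds went on for 24 h at 37 °C. Readout used a luciferase detection reagent, luminescence taken after 12 min at room temperature.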
# D3 ag: agonists of human D3 dopamine receptor; 410,000 tested, 0.58% active; max activation, %; D3R DiscoveRx beta-arrestin cells, luminescence, 90 min; P35462; in the data active = max activation above about 30%; note: 0% is about no effect; mostly tested at two doses, the higher about 12 µM
# Target sequence (P35462 whole entry, looked up): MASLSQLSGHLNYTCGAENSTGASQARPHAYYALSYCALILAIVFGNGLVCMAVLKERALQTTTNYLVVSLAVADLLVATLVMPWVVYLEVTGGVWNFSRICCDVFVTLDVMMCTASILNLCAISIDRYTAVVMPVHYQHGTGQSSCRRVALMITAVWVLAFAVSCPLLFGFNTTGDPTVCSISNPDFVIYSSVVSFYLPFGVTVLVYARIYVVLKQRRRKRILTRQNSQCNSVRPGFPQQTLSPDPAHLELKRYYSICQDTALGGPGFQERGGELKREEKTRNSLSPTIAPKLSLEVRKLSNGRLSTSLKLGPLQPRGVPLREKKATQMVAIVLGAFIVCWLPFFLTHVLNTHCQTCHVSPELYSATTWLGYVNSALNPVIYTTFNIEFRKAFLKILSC
#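 Cells at 1500/well, incubated overnight, then treated with pinned compounds (dopamine as control) for 90 min at 37 degrees C. DiscoveRx reagent added for 30 - 60 minutes at room temperature; luminescence read.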
# The depositor's hits bear a star; i = inactive; ? = inconclusive; nt = not tested or not shown; & = joins results of further samples; [ ] = another dose, or the depositor's remark. Unless noted, calls come from the whole dose curve; as a rule, active = well fitted curve in the direction sought with a large enough effect; inconclusive = small, poorly fitted or top-dose-only effect, or another doubt; inactive = no such curve, though single readings can be large; an effect the other way counts as inactive or inconclusive.
# Each structure is followed by: HT1080NT lethal | IL1B secr inh | KB-V1 cytotox | HT1080 IDH1KD tx | KB-3-1 tox | SW480 rereplic | MCF10A rerep | GLP1R cytotox | D3 ag
- Cc1ccc(NC(=O)CN2CCN(C)CC2)cc1S(=O)(=O)N1CCOCC1
  2% | 7 | 11% | 12% | 13% | -7% | -1% | -4% | 3
- CCN(c1ccc(OC)cc1)S(=O)(=O)c1nnc(NC(=O)c2ccccc2Cl)s1
  -4% | -17 | 9% | -25% | -1% | -16% | 25% | -11%&-7% | 5&-13
- CCc1nnc(SCC(=O)Nc2ccc(NC(C)=O)cc2)n1-n1cccc1
  10% | 21 | 19% | 13% | -1% | -30%[inhibitor] | 2% | 24% | -24
- COc1cccc(C(=O)C2=NN(C(C)=O)CC2c2ccco2)c1 (stereo not drawn)
  0% | 35 | ? | -2% | 4% | -2% | -9% | 2% | -3
- COc1ccc(OC)c(CNC(=O)c2ccc(N3Cc4ccccc4Oc4ncccc43)s2)c1
  nt | nt | -20% | nt | -17% | nt | nt | 2% | -5
- CC1(C(=O)NS(=O)(=O)c2cccc(C#N)c2)CCN1C(=O)C1(c2ccc(Cl)cc2)CC1 (stereo not drawn)
  13% | 35 | 3% | 4% | 0% | nt | nt | 3% | -1
- Cc1ccc(NC(=O)Cn2c(=O)n(CCCCC(=O)NCCc3ccc(Cl)cc3)c(=O)c3ccccc32)cc1
  nt | nt | 23% | nt | -2% | nt | nt | 1% | -8
- Cc1ccc(C2C(C#N)=C(N)Oc3nc(-c4ccccc4)[nH]c32)o1 (stereo not drawn)
  0% | -10 | 7% | 9% | 2% | -1%[9.22 µM] | 6% | -5% | -8
- CC(C)CCN1C(=O)c2ccc(C(=O)NCc3ccccn3)cc2C1=O
  8% | 0 | 5% | 0% | 3% | -6% | 0% | -2% | 3
- Cc1sc(N/N=C/c2cc([N+](=O)[O-])ccc2O)nc1-c1ccccc1
  -8% | 7 | -13% | -1% | -1% | 14% | ? | 4% | -4
- CCOC(=O)c1sc(NC(=O)c2ccc(CC)s2)nc1C
  2% | -15 | -11% | -4% | -5% | -16% | -3% | -8% | 1
- CCOC(=O)[C@H]1[C@H]2COc3ccc(Br)cc3[C@H]2N2C(=O)CN(Cc3ccc(C)cc3)C(=O)[C@@]12C
  -1% | -59* | -20% | -9% | -12% | ? | ? | -2% | 6
- C=CCn1c(SCC(C)=O)nnc1-c1cc(-c2ccccc2)sc1N
  -2% | -8 | 18µM* | -2% | -19% | -15% | -2% | -3% | -4
- C/C(Cl)=C\C[N+](C)(C)CC(=O)OCCc1ccccc1
  1% | -11 | -7% | 8% | -1% | -9% | 1% | 1% | -1
- COc1cccc(-c2nnc3sc(-c4ccco4)nn23)c1
  5% | ? | -15% | 1% | 2% | -12% | 3% | -19% | 0
- O=C(O)c1ccc(COc2ccccc2/C=C2\NC(=O)N(Cc3ccc(F)cc3)C2=O)cc1
  -13% | -1 | 18% | -15% | 0% | ? | 5% | -1% | 2
- CS(=O)(=O)Nc1ccc(S(=O)(=O)N2CCOCC2)cc1
  14% | 10 | 13% | 8% | 0% | -7% | -9% | -10% | 3
- Cc1csc2c(N3CCC(C(=O)O)CC3)ncnc12
  -3% | 15 | -12% | 1% | 2% | -3% | 0% | 1% | 1
- CCOC(=O)/C(N=Nc1c(C)n(C)n(-c2ccccc2)c1=O)=C(\C)O
  16% | -6 | ? | 18% | 13% | 0% | -27% | -26% | 4
- O=C(CCN1C(=O)c2ccccc2C1=O)NCc1cccc(Cl)c1
  13% | 12 | ? | 7% | 5% | -21% | -3% | 10% | 0
- O=C1c2ccccc2S(=O)(=O)c2cc(N3CCC(C(=O)N4CCCCC4)CC3)ccc21
  6% | -11 | 7% | -9% | ? | -4% | 4% | 122%[activator] | 38*
- Cc1ccc2c(c1)sc(-c1ccc(N(C)C)cc1)[n+]2C
  -28% | ? | -3% | ? | 1.8µM* | 13µM* | 12µM* | ? | 5
- Cc1c(Cl)cccc1NC(=S)N1CCN(Cc2ccccc2)CC1
  3% | 0 | -18% | 1% | -2% | 0% | 5% | -25% | -5
- COC(=O)c1ccccc1NS(=O)(=O)c1c(C)noc1C
  8% | 11 | -7% | 6% | -3% | ? | 1% | -3% | 7
- O=C(COc1ccc(S(=O)(=O)NC2CCCCC2)cc1)Nc1ccc(C(F)(F)F)cc1
  nt | nt | 8% | nt | -6% | nt | nt | -9% | 2
- Cc1cc(C)n(NC(=S)NC2CCCC2)c(=O)c1C#N
  -4% | -1 | 28% | -3% | -13% | ? | 23µM* | 7% | -8
- CN(C)S(=O)(=O)N1CCN(c2ccnc3cc(Cl)ccc23)CC1
  -8% | ? | -5% | -2% | -12% | -16% | 1% | -6% | -3
- COc1ccc(CNC(=O)C(OC(=O)c2cccs2)C(C)C)cc1 (stereo not drawn)
  0% | 2 | -19% | -13% | -3% | -6% | 0% | 10% | -11
- C/C=C(/C)C(=O)Nc1cccc(C2=NOC3(C2)C[C@@H](C(N)=O)N(C(=O)/C=C/CC)C3)c1 (stereo partly drawn)
  18% | 4 | 2% | 8% | 5% | 2% | 1% | 11% | 10
- CC(=O)c1ccc(S(=O)(=O)N2Cc3ccccc3CC2C(=O)O)cc1 (stereo not drawn)
  0% | 12 | -6% | 4% | -5% | -12% | -4% | 2% | 3

# 2 consecutive compounds out of the list so far, for reference:
# Each structure is followed by: HT1080NT lethal | IL1B secr inh | KB-V1 cytotox | HT1080 IDH1KD tx | KB-3-1 tox | SW480 rereplic | MCF10A rerep | GLP1R cytotox | D3 ag
- CCN(c1ccc(OC)cc1)S(=O)(=O)c1nnc(NC(=O)c2ccccc2Cl)s1
  -4% | -17 | 9% | -25% | -1% | -16% | 25% | -11%&-7% | 5&-13
- CCc1nnc(SCC(=O)Nc2ccc(NC(C)=O)cc2)n1-n1cccc1
  10% | 21 | 19% | 13% | -1% | -30%[inhibitor] | 2% | 24% | -24

# Back to the main list, repeating the two entries before the break.
# Each structure is followed by: HT1080NT lethal | IL1B secr inh | KB-V1 cytotox | HT1080 IDH1KD tx | KB-3-1 tox | SW480 rereplic | MCF10A rerep | GLP1R cytotox | D3 ag
- C/C=C(/C)C(=O)Nc1cccc(C2=NOC3(C2)C[C@@H](C(N)=O)N(C(=O)/C=C/CC)C3)c1 (stereo partly drawn)
  18% | 4 | 2% | 8% | 5% | 2% | 1% | 11% | 10
- CC(=O)c1ccc(S(=O)(=O)N2Cc3ccccc3CC2C(=O)O)cc1 (stereo not drawn)
  0% | 12 | -6% | 4% | -5% | -12% | -4% | 2% | 3
- CCC(=O)N1CCc2cc(S(=O)(=O)CCC(=O)Nc3ccc(C)cn3)ccc21
  3% | -1 | 0% | 1% | -12% | -7% | -7% | 0% | 13
- Cc1c(Cl)cccc1NC(=O)C1CCCN(S(C)(=O)=O)C1 (stereo not drawn)
  -1% | -1 | 0% | 5% | 5% | -26% | -1% | 6% | 5
- Cc1csc(NC(=O)COCC(=O)O)c1-c1nc2ccccc2s1
  -16% | -25 | 10% | -23% | 0% | -65%[inhibitor] | ? | 3% | -10
- Cc1cccc(NC(=O)C(Cc2ccccc2)n2cccc2)c1 (stereo not drawn)
  4% | ? | -16% | 2% | 1% | 0% | -1% | -2% | -9
- Cc1ccc(CNc2ncnc3[nH]ncc23)cc1
  -3% | -8 | 23% | -10% | -5% | 5% | 2% | -6% | 0
- Cc1cccc(C)c1NC(=O)C(=O)NCC(c1ccc2c(c1)OCO2)N1CCOCC1 (stereo not drawn)
  nt | nt | 0% | nt | -17% | nt | nt | 25% | 3
- CN(C)CCCN(C(=O)COc1ccccc1)c1nc2cc3c(cc2s1)OCO3
  2% | i | -3% | 6% | -3% | -8% | 6% | 16% | -7
- CCOc1ccc(N2C(=O)CC(NC3CCN(C(=O)c4cccc(Cl)c4)CC3)C2=O)cc1 (stereo not drawn)
  2% | 15 | ? | 4% | 2% | 8% | -3% | -4% | 1
- CC1CCN(C(=O)COC(=O)/C=C/c2ccco2)CC1
  9% | 7 | 10% | 16% | -5% | ? | -5% | 10% | -13
- CC1(C)CC2CC(C)(CN2C(=O)COC(=O)Cn2[nH]c(=O)c3ccccc3c2=O)C1 (stereo not drawn)
  -3% | 1 | -1% | 0% | -20% | -1% | -3% | -12% | -9
- COc1ccc(N2CCN(C(=O)C3CC(O)CN3S(=O)(=O)c3ccc([N+](=O)[O-])cc3)CC2)cc1 (stereo not drawn)
  -5% | 27 | 0% | -2% | -4% | -5% | -3% | 1% | -1
- O=C(O)CN1C(=O)/C(=C\c2cc([N+](=O)[O-])ccc2OCc2ccccc2Cl)SC1=S
  8% | 0 | -7% | 6% | 7% | -1% | 13% | -14% | -3
- C=CCN(Cc1ccc(Cl)s1)C(=O)CNC(=O)CNC(=O)c1ccc(Cl)cc1Cl
  -3%[9.24 µM] | ? | -47% | 0% | -2% | ? | 3% | -4% | -2
- COc1cc(/C=C/C(=O)OCC(=O)N2CCCCCC2)ccc1OCC#N
  3% | -29 | -20% | -4% | -7% | 0% | -1% | -21% | -7
- COCCCN1C(=O)C(=O)/C(=C(/O)c2ccc(S(=O)(=O)N3CCCCC3)cc2)C1c1ccc(O)cc1 (stereo not drawn)
  12% | 3 | -6% | 17% | 0% | 4% | -7% | -10% | -10

# Single records, as listed above.
# CC1CCN(C(=O)COC(=O)/C=C/c2ccco2)CC1 in the list: HT1080NT lethal = 9%; IL1B secr inh = 7; KB-V1 cytotox = 10%; HT1080 IDH1KD tx = 16%; KB-3-1 tox = -5%; SW480 rereplic = ?; MCF10A rerep = -5%; GLP1R cytotox = 10%; D3 ag = -13
# CCOc1ccc(N2C(=O)CC(NC3CCN(C(=O)c4cccc(Cl)c4)CC3)C2=O)cc1 (stereo not drawn) in the list: HT1080NT lethal = 2%; IL1B secr inh = 15; KB-V1 cytotox = ?; HT1080 IDH1KD tx = 4%; KB-3-1 tox = 2%; SW480 rereplic = 8%; MCF10A rerep = -3%; GLP1R cytotox = -4%; D3 ag = 1
